Assay outcomes: PubChem, Sanford-Burnham Center for Chemical Genomics
Gli-Sufu block: Gli-Sufu pathway antagonism; Sufu-KO-LIGHT fibroblasts, Gli luciferase reporter luminescence; hit rate 0.74% among 340,000; inhibition, % at 5 µM; AID 588413;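 active means inhibition above about 55%, limit read from the data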;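 further: 0% = DMSO-treated cells and 100% = wells with medium but no cells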
CHOP UPR activ: activators of apoptotic arm of unfolded protein response (CHOP). hit rate 0.34% among 330,000. CHO-CHOP luciferase reporter, UPR activation, luminescence; percent of tunicamycin response over DMSO baseline. activation, % at 10 µM;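 active means at 10 µM dose, activation of 40% or more, normalized to positive control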;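 further: 100% = tunicamycin at 10 µg/mL and 0% = DMSO alone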
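System: CHO-CHOP luciferase reporter cell line; amount: 500 cells/well; buffer or medium: F12 medium containing 10% fetal bovine serum; incubation: 6 h compound exposure at 37 °C after overnight seeding; measured by: luciferase luminescence after 10 min with Steady-Glo reagent; evaluation: % reporter activation, DMSO baseline versus tunicamycin full activation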
697 NFkB inh: lowers PMA/ionomycin-induced NF-kB signal in 697 B cells | 697 B-cell NF-kB luciferase reporter, 16 h | inhibition, % at 4 µM | hit rate 0.33% among 330,000 | AID 435022; in the data active means inhibition above about 35%
Mdm2-MdmX inh: human Mdm2/MdmX binding inhibition; hit rate 3% among 330,000; SaOS-2 split-luciferase Mdm2/MdmX complementation, luminescence; inhibition, % at 8 µM; O15151+Q00987;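 active means inhibition of at least 50% at 8 µM in the primary screen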
CXCR6 inh: inhibitors of human CXCR6 receptor. CHO-K1 PathHunter CXCR6 beta-arrestin, luminescence. inhibition, % at 20 µM. hit rate 0.36% among 360,000; in the data active means inhibition above about 34%, passing the limit was not always enough;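 further: antagonist mode with CXCL16 agonist at 10 nM final; 0% = 10 nM CXCL16 with DMSO and 100% = unstimulated wells without agonist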
CCR6 antagonist: antagonists of human CCR6 receptor; P51684; CHO-K1 CCR6 PathHunter beta-arrestin, luminescence, CCL20-stimulated; inhibition, % at 20 µM; hit rate 0.49% among 340,000;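 active means compounds whose inhibition of the agonist-driven luminescence signal at 20 µM reaches about 50%, limit read from the data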;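 further: cells stimulated with CCL20 at 14 nM final; plate controls were DMSO with CCL20 for no effect and DMSO without agonist for full effect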
Target sequence (P51684 whole entry, looked up): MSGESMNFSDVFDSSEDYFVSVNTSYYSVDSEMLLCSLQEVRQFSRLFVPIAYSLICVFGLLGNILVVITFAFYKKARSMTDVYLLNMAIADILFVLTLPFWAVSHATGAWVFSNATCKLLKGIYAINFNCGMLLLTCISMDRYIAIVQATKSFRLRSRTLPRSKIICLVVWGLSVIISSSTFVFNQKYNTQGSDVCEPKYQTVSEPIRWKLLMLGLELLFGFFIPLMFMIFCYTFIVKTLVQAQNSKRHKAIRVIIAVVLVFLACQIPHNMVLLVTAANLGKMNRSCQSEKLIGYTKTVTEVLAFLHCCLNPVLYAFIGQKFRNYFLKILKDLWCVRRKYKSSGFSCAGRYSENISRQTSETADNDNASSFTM
EBI2 antag: EBI2 (human) antagonism. hit rate 0.81% among 360,000. EBI2 beta-arrestin recruitment, luminescence, 7a,25-OHC stimulated. P32249. inhibition, % at 5 µM; in the data active means inhibition above about 38%;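 further: enzyme fragment complementation signal reports receptor beta-arrestin coupling in cells; 0% = agonist plus DMSO wells and 100% = wells without agonist; some results beyond the cut were filed as inactive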
Target sequence (P32249 whole entry, looked up, the tested form may be a part): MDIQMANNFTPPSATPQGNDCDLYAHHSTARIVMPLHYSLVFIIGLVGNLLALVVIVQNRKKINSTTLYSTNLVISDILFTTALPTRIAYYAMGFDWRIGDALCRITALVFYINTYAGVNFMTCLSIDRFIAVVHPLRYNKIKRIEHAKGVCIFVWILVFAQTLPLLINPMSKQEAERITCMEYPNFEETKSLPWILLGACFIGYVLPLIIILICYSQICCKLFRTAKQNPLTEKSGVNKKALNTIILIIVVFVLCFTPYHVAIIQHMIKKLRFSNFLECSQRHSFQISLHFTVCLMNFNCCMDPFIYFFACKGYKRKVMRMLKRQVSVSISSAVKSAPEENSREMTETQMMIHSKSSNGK
Jurkat NFkB inh: inhibitors of the PMA/ionomycin-induced NF-kB reporter in Jurkat cells | PMA/ionomycin-induced NF-kB luciferase reporter, luminescence | inhibition, % at 4 µM | hit rate 0.53% among 330,000; in the data active means inhibition above about 50%
UPR XBP1 act: activators of adaptive arm of unfolded protein response (XBP1). CHO-XBP1 luciferase reporter, IRE1-XBP1 UPR activation, luminescence; percent of tunicamycin response, DMSO as zero. hit rate 0.33% among 330,000. activation, % at 20 µM;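 active means versus positive control, 20 µM dose yields 30% or more activation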;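 further: 100% = tunicamycin at 10 µg/mL and 0% = DMSO only wells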
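incubation = overnight seeding at 37 °C, 6 h compound treatment at 37 °C | assay system = CHO-XBP1 cells stably carrying IRE1-XBP1-driven luciferase reporter | input = 1000 cells per well | detection = luciferase luminescence | dosing = single point, 20 µM final compound, 1% DMSO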
The depositor's hits bear a star; · = no result given; & = joins results of further samples.

SMILES	Gli-Sufu block	CHOP UPR activ	697 NFkB inh	Mdm2-MdmX inh	CXCR6 inh	CCR6 antagonist	EBI2 antag	Jurkat NFkB inh	UPR XBP1 act
COc1ccc(/C=N/NC(=O)c2ccc3ccccc3c2)cc1OS(=O)(=O)c1ccc(NC(C)=O)cc1	13	-1.5	2	68*	-5	8	-50	37	3
FC(F)(F)c1nnc2ccc(N3CCN(c4ccccc4)CC3)nn12	-2	-0.3	15	27	-4	-6	-2	-16	1
COC(=O)c1ccc(-c2noc(CN(Cc3nccn3C)C(C)C)n2)cc1	1	0.2	9	24	-2	7	2	-6	0
CCOc1ccc2[nH]c3c(NCCOC)ncnc3c2c1	0	2.9	2	-19	2	8	9	-5	1
CCCc1cc(=O)[nH]c(SCC(=O)NCCN2C(=O)CSC2=O)n1	1	0.3	-13	-7	-1	7	-7	-16	0
Cn1ncc(Br)c1C(=O)Nc1ccc(Cl)cn1	11	1.7	4	6	-7	9	8	25	7
O=C(Cc1cccs1)N1CCC(c2nc3c(nnn3Cc3ccc(F)cc3)c(=O)[nH]2)CC1	6	-1.5	5	-6	4	-5	0	-14	2
Cc1ccc(CS(=O)Cc2ccc(C(=O)NCc3ccc(OC(C)C)cc3)o2)cc1 (stereo unspecified)	-2	-0.5	-27	13	3	2	-3	8	-2
CCOC(=O)c1ccc(NC(=O)CSC2=NN3CCCC(=O)N=C3S2)cc1	-9	1.7	-8	-1	-3	1	3	6	-1
Cc1ccc(NC(=O)c2cc(=O)c3ccccc3o2)cc1S(=O)(=O)N1CCOCC1	-5	-1.1	18	24	-5	3	-1	-7	-2
CCOC(=O)N1CCC(NC(=O)CSCc2nc(-c3ccccc3Cl)oc2C)CC1	-16	0.1	-30	21	5	8	9	-3	-4
Cc1ccc(-c2nnc(Nc3ccc(C(=O)N(C)C)cc3)c3ccccc23)cc1S(=O)(=O)NCC1CCCO1 (stereo unspecified)	18	-1.5	4	4	4	5	-10	-15	0

Another view of 6 compounds above.
SMILES,Gli-Sufu block,CHOP UPR activ,697 NFkB inh,Mdm2-MdmX inh,CXCR6 inh,CCR6 antagonist,EBI2 antag,Jurkat NFkB inh,UPR XBP1 act
COc1ccc(/C=N/NC(=O)c2ccc3ccccc3c2)cc1OS(=O)(=O)c1ccc(NC(C)=O)cc1,13,-1.5,2,68*,-5,8,-50,37,3
FC(F)(F)c1nnc2ccc(N3CCN(c4ccccc4)CC3)nn12,-2,-0.3,15,27,-4,-6,-2,-16,1
COC(=O)c1ccc(-c2noc(CN(Cc3nccn3C)C(C)C)n2)cc1,1,0.2,9,24,-2,7,2,-6,0
CCOc1ccc2[nH]c3c(NCCOC)ncnc3c2c1,0,2.9,2,-19,2,8,9,-5,1
CCCc1cc(=O)[nH]c(SCC(=O)NCCN2C(=O)CSC2=O)n1,1,0.3,-13,-7,-1,7,-7,-16,0
Cn1ncc(Br)c1C(=O)Nc1ccc(Cl)cn1,11,1.7,4,6,-7,9,8,25,7

Next results:
SMILES	Gli-Sufu block	CHOP UPR activ	697 NFkB inh	Mdm2-MdmX inh	CXCR6 inh	CCR6 antagonist	EBI2 antag	Jurkat NFkB inh	UPR XBP1 act
CCNc1nc(NCC)n2c(SCC(=O)Nc3ccc(F)cc3[N+](=O)[O-])nnc2n1	3	1.4	8	-1	0	-13	-3	0	1
O=C(O)COc1ccc(-c2nnn(CC(=O)O)n2)cc1	0	0.8	9	2	-8	5	-14	8	0
Cc1ccc(-n2nnnc2SCC(=O)N2CCc3ccccc3C2)c(C)c1	-1	1.9	18	13	0	1	-5	9	-3
CCCNc1cc(=O)n(C)c(=O)n1C	3	2.8	16	3	12	-14	-10	-6	-1
CCOc1cc(C)c(Cl)cc1S(=O)(=O)n1ccnc1	1	0.0	3	16	7	1	5	28	2
Cn1cccc1/C=C1\CC(C(C)(C)C)C/C(=C\c2cccn2C)C1=O (stereo unspecified)	2	1.3	-20	17	18	27	20	-1	3
C/C(CC(=O)NC1CCCC1)=N\NC(=O)Cc1cccs1	2	2.6	21	14	-1	1	-2	-3	-1
Cc1cc2cc(CNC(=O)c3cccs3)ccc2n1C	4	-0.1	9	14	-8	0	-13	-5	1
Cn1nc(C(=O)Nc2ccc(S(=O)(=O)Nc3ncccn3)cc2)ccc1=O	-7	-0.1	16	5	-1	0	0	8	-2
CCN(CC)CCCNC(=S)N(Cc1cccnc1)Cc1cc2cccc(C)c2[nH]c1=O	27	0.1	3	-12	0	2	-3	-14	-2
COc1ccccc1CNS(=O)(=O)c1cc(C)ccc1OC	1	-2.4	0	18	10	-14	-13	-9	-1
O=C(NCCN1C(=O)CSC1=O)c1ccccc1	-4	-1.0	-28	-2	2	8	-1	-1	1

Three entries out of the list above, ordered by their value in CCR6 antagonist, high to low.
Molecule	CCR6 antagonist
O=C(NCCN1C(=O)CSC1=O)c1ccccc1	8
Cc1cc2cc(CNC(=O)c3cccs3)ccc2n1C	0
CCCNc1cc(=O)n(C)c(=O)n1C	-14

Carrying on:
SMILES	Gli-Sufu block	CHOP UPR activ	697 NFkB inh	Mdm2-MdmX inh	CXCR6 inh	CCR6 antagonist	EBI2 antag	Jurkat NFkB inh	UPR XBP1 act
Cc1noc(C)c1CN1C(=O)NC2(CCCCCCC2)C1=O	4	-2.7	3	19	-2	6	0	-1	0
CNC(=O)CSc1cn(CC(=O)N(C(C)C)C(C)C)c2ccccc12	6	0.3	2	6	-8	1	-3	-9	1
Cc1onc(-c2ccccc2Cl)c1C(=O)Nc1ccc(Br)cc1	-7	2.9	-30	-17	6	9	3	-39	-3
O=c1oc(-c2cccs2)nc2c1cnn2-c1ccccc1	3	-0.3	-10	5	11	15	0	-2	-1
Cc1ccc2c(c1)nnn2C1CCN(CC(=O)c2ccc(Cl)cc2)CC1	6	3.2	-2	26	5	1	4	-2	1
Cc1c(C(=O)N(C)C)c2cc(Cl)ccc2n1O	18	-1.8	-15	0	-10	-11	2	-2	-1
CCOC(=O)CNC(=O)CSc1nccn1Cc1ccco1	6	-1.8	-8	18	0	0	-10	5	0
CCC(C)NCC(=O)Nc1cc(S(=O)(=O)N(CC)c2ccccc2)ccc1Cl (stereo unspecified)	10	-1.7	-4	38	4	23	8	-8	-1
CCn1c(SCC(=O)Nc2cc(C)nn2-c2ccccc2)nnc1-c1cccs1	10	-1.5	6	0	5	10	1	11	-4
Cc1ccc2[nH]c(CCN(C)C)c(CC#N)c2c1	2	0.4	6	-15	-12	-2	-12	10	2
CCS(=O)(=O)N1CCc2nc(-c3ccccc3)sc2C1	-71	3.1	-146	-123	-7	4	-4	-89	1
Cc1cccc(Cc2nnc(CCC(=O)N3CCCC(CN4CCOCC4)C3)o2)c1 (stereo unspecified)	-6	1.1	10	6	-6	-6	11	20	0

Taken from above.
`O=c1oc(-c2cccs2)nc2c1cnn2-c1ccccc1` in 697 NFkB inh is entered as -10
`Cc1ccc2c(c1)nnn2C1CCN(CC(=O)c2ccc(Cl)cc2)CC1` in CXCR6 inh is entered as 5

Molecules from the list above containing bromine (two):
SMILES	Gli-Sufu block	CHOP UPR activ	697 NFkB inh	Mdm2-MdmX inh	CXCR6 inh	CCR6 antagonist	EBI2 antag	Jurkat NFkB inh	UPR XBP1 act
Cn1ncc(Br)c1C(=O)Nc1ccc(Cl)cn1	11	1.7	4	6	-7	9	8	25	7
Cc1onc(-c2ccccc2Cl)c1C(=O)Nc1ccc(Br)cc1	-7	2.9	-30	-17	6	9	3	-39	-3

Remaining list, next part.
SMILES	Gli-Sufu block	CHOP UPR activ	697 NFkB inh	Mdm2-MdmX inh	CXCR6 inh	CCR6 antagonist	EBI2 antag	Jurkat NFkB inh	UPR XBP1 act
CCC(=O)N1CCN(c2ccc(NC(=O)c3ccc(Br)o3)cc2)CC1	4	-0.9	4	-7	7	-3	-8	-13	0
COc1ccc(C(C(=O)NC2CCCCC2)N(C(=O)Cc2c[nH]c3ccccc23)c2ccccc2)cc1OC (stereo unspecified)	20	1.2	20	3	-7	12	-2	-5	-2
CC(C)CCn1c(=O)c2ccccc2n2c(CCC(=O)NC3CCN(Cc4ccccc4)CC3)nnc12	10	-0.4	-12	77*	8	24	6	13	-2
COc1ccc(N(C(=O)c2cccnc2)S(=O)(=O)c2ccc(OC)c(OC)c2)cc1	-2	0.6	3	-21	-6	13	-7	1	-2
O=C(Nc1ccccc1)OC1CCCCc2cccnc21 (stereo unspecified)	5	2.9	-8	23	-4	1	9	7	-2
COCc1ccc(C(=O)N2CCN(CC(=O)N3CCCC3)CC2)cc1	4	-1.4	4	33	0	-2	-1	5	-1
CN(C)c1nc(-c2cccnc2)nc(-c2ccccc2)c1C#N	5	·	·	·	-8	12	10	·	·
CC1CC(C)(C)CC2(C1)NC(=O)N(CC(=O)N1CCN(Cc3ccc(C#N)cc3)CC1)C2=O (stereo unspecified)	49	-1.6	-21	17	-12	8	-8	17	-4
Cc1ccc(S(=O)(=O)N2CCN(CC(=O)NC3CCCc4ccccc43)CC2)cc1C (stereo unspecified)	5&8	0.2	-37	6	3&-1	5&18	-1&14	21	0
CCOc1ccccc1N1CCN(C(=O)NCc2ccc(F)cc2)CC1	3	-0.7	0	5	-8	22	2	9	-6
CN(C)S(=O)(=O)Oc1ccccc1C(=O)Nc1ccc(F)cc1	23	1.5	5	19	1	-2	-5	19	4
CCOc1ccc(C(=O)NCCC(=O)NCCCC(=O)O)cc1	0	-1.0	-22	-24	2	10	-6	-11	1
O=C(O)CCC(=O)Nc1ccc(F)cc1	2	-1.4	19	-13	-2	-19	-3	5	-2
CCC(=O)N1c2ccc(S(=O)(=O)N3CCCCC3)cc2CC1C (stereo unspecified)	-11	1.1	-30	17	-2	1	-8	5	0
CCC1(c2ccccc2)NC(=O)N(CC(=O)NCc2ccc(OC)cc2)C1=O (stereo unspecified)	-11	-1.9	5	10	-4	5	0	-10	-2
Cc1cc(SCC(=O)c2cccc([N+](=O)[O-])c2)nc(=O)[nH]1	-39	·	·	·	-2	7	15	·	·
CCN(CC)S(=O)(=O)c1ccc(-c2nnc(SCC(N)=O)n2CC)cc1	-2	-1.0	2	0	-6	4	4	-15	1
O=C(CC(C(=O)O)c1c(F)cccc1Cl)c1ccc(Cl)cc1 (stereo unspecified)	-1	-1.8	3	7	1	3	-3	-8	-2
O=C(Nc1ccc(S(=O)(=O)Nc2ncccn2)cc1)c1cnc(Cl)c(Cl)c1	-3	1.5	9	-16	1	-3	3	16	5
CC(C)c1ccc(SCc2noc(C(=O)NCC3CCCO3)c2C(=O)O)cc1 (stereo unspecified)	-4	-1.5	4	-8	-1	11	-14	5	-2
